Source: PubChem
H9c2 TAG inh: inhibitors of triacylglycerol accumulation; H9c2 cells, Nile Red lipid (TAG) fluorescence; cells loaded with 200 µM oleic acid; inhibition, % at 12.5 µM; hit rate 0.66% among 230,000;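 active = pattern-corrected inhibition of lipid staining of at least 50% with the nuclear-stain viability signal not falling by more than 50%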;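 also: 0% = DMSO wells and 100% = triacsin C control wells; some results filed as inactive read as strong as hits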
H9c2 TAG inh DAPI viability: also measured in H9c2 TAG inh; calls as there; DAPI nuclei signal change (viability), lower = more cytotoxic, %;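 whole-well DAPI fluorescence read on a plate reader as a viability signal; minus 50 percent equals half of cells still viable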
Numbers without * were called inactive. Not all compounds are listed. The share of hits here may be higher or lower than overall.

| structure | H9c2 TAG inh | H9c2 TAG inh DAPI viability |
| --- | --- | --- |
| Cc1ccccc1C(=O)NCCOc1ccccc1Cl | -4 | -5 |
| O=C(c1ccco1)N(CCC(c1ccccc1)c1ccco1)Cc1ccccc1 (configuration not stated) | -9 | -2 |
| CC(C)CCN1CCNC(=O)C1CC(=O)Nc1ccc(F)cc1 (configuration not stated) | 10 | -14 |
| C=CCNC(=S)NNC(=O)c1cccn(Cc2ccc(Cl)c(Cl)c2)c1=O | 1 | -6 |
| COc1ccc(C(=O)NC(C)c2ccccc2)cc1Br (configuration not stated) | -36 | 8 |
| O=C(NC1CC1)c1cccc2c1C(=O)c1ccc(N3CCC(Cc4ccccc4)CC3)cc1S2(=O)=O | 2 | -4 |
| O=C(NCc1ccc2c(c1)OCO2)NC12CC3CC(CC(C3)C1)C2 | -23 | -12 |
| O=C1CN(C(=O)COC(=O)c2cccs2)c2ccccc2N1 | 5 | 7 |
| COCCNC(=O)/C(C#N)=C/c1cc(C(C)C)c(OC)cc1C | -13 | -11 |
| Cc1c(NC(=O)CCSc2ccc(Cl)cc2)c(=O)n(-c2ccccc2)n1C | -2 | -1 |
| CCc1ccc(C(C)NC(=O)C2(C)CC2(Br)Br)cc1 (configuration not stated) | 13 | -2 |
| Cc1cc(Br)ccc1NC(=O)CNC(=O)Cc1ccc(S(=O)(=O)N2CCOCC2)s1 | 2 | 5 |
| CCOC(=O)C(Cc1ccccc1)NC(=O)CNC(C)=O (configuration not stated) | -23 | 9 |
| CCOC(=O)c1cc(-c2ccccc2)nn1CC1CC(c2cccc([N+](=O)[O-])c2)=NO1 (configuration not stated) | -16 | -3 |
| COCCCNC(=O)Cn1nc(-c2cccc(OC)c2)ccc1=O | -11 | -6 |
| Cc1ccc(Nc2nc(-c3ccccc3)c(CC(=O)O)s2)cc1 | -8 | 9 |
| O=C(Cn1cnc2c(NCc3ccccc3)ncnc21)N1CCN(c2ccccn2)CC1 | 12 | -5 |
| COc1ccccc1CNC(=O)CSc1ccccc1 | 3 | 6 |
| Nn1c(Nc2ccccc2)nc2sc3c(c2c1=O)CCCC3 | 37 | -25 |
| CC[C@H]1C(Nc2ccccc2)C[C@@H]2CCN3C(=O)CC[C@H]1[C@H]23 (some centres not stated) | 3 | 6 |
| CNC(=O)Nc1ccc(Cl)cc1 | -7 | 21 |
| CC1CN(C(=O)CSc2ncnc3sccc23)CC(C)O1 (configuration not stated) | -7 | 6 |
| CC1CC(C)(C)OC(c2ccc(C(C)C)cc2)O1 (configuration not stated) | -14 | 1 |
| CCN(Cc1ccccc1)C(=O)C1CCN(Cc2ccc(SC)cc2)CC1 | -17 | 6 |
| CC(C)=C(NC(=O)c1ccccc1Br)C(=O)NCCc1nc2ccccc2[nH]1 | -5 | 7 |
| COc1ccccc1NC(=O)C(C)NS(=O)(=O)c1ccc(F)cc1 (configuration not stated) | 19 | -6 |
| CC1CCN(S(=O)(=O)c2ccc(NC(=O)Cc3ccc(S(=O)(=O)N4CCOCC4)s3)cc2)CC1 | -7 | 2 |
| COc1ccc(Cn2c(CCC(=O)Nc3ccc(C)cc3)nc3cccnc32)cc1 | -34 | 16 |
| CCn1c(CNc2nc(-c3ccccc3)cs2)nnc1SCC(=O)NCc1ccco1 | -6 | 8 |
| O=C(NOCc1cscn1)Nc1ccccc1 | 0 | -7 |

Reformatted with each value named: entries from further up.
smiles: O=C(NC1CC1)c1cccc2c1C(=O)c1ccc(N3CCC(Cc4ccccc4)CC3)cc1S2(=O)=O
  H9c2 TAG inh: 2	H9c2 TAG inh DAPI viability: -4
smiles: O=C(NCc1ccc2c(c1)OCO2)NC12CC3CC(CC(C3)C1)C2
  H9c2 TAG inh: -23	H9c2 TAG inh DAPI viability: -12
smiles: O=C1CN(C(=O)COC(=O)c2cccs2)c2ccccc2N1
  H9c2 TAG inh: 5	H9c2 TAG inh DAPI viability: 7
smiles: COCCNC(=O)/C(C#N)=C/c1cc(C(C)C)c(OC)cc1C
  H9c2 TAG inh: -13	H9c2 TAG inh DAPI viability: -11

The list goes on.
| structure | H9c2 TAG inh | H9c2 TAG inh DAPI viability |
| --- | --- | --- |
| c1ccc(-c2nc3c([nH]2)CCc2nonc2-3)cc1 | 4 | -6 |
| O=C1CCc2nc3ccccc3c(=O)n2N1 | 0 | -1 |
| COc1ccccc1NC(=O)CS(=O)(=O)c1cn(CC(=O)N2CCCC2)c2ccccc12 | -1 | -1 |
| O=C(COC(=O)C1CC(=O)N(Cc2ccccc2)C1)Nc1ccc2c(c1)OCO2 (configuration not stated) | 4 | 8 |
| O=C(NCc1ccc(Cl)cc1)c1ccc(-c2ccccc2C(F)(F)F)o1 | -3 | -4 |
| Cc1cc(Cl)c(OCCCN(C)C)c(Br)c1 | 1 | 17 |
| Cc1ccc(S(=O)(=O)N(C)C)cc1NC(=O)CN1C(=O)NC2(CCCCCCC2)C1=O | 1 | -6 |
| Cc1[nH]n(-c2cccc(Cl)c2)c(=O)c1C=NCc1ccco1 | -1 | 9 |
| CC(Cc1ccccc1)NC(=O)c1ccc([N+](=O)[O-])cc1 (configuration not stated) | 2 | -2 |
| Cc1ccc(OCC(=O)Nc2ccccc2F)cc1 | 1 | -9 |
| COc1ccc2nc(NC(=O)CCc3cc(OC)c(OC)c(OC)c3)sc2c1 | 31 | 16 |
| CCN(c1ccccc1)S(=O)(=O)c1ccc(Cl)c(NC(=O)CSc2n[nH]c(N)n2)c1 | -3 | 9 |
| C=CCc1ccc(OCCCCN2CC(C)CC(C)C2)c(OC)c1 (configuration not stated) | -10 | 34 |
| COc1cccc(/C=C/C(=O)OCC(=O)c2ccc[nH]2)c1 | -3 | 2 |
| Cc1cc(F)ccc1-c1cc(C(=O)NCc2ccccc2)[nH]n1 | -6 | 5 |
| CCOC(=O)C(CC)Sc1cc(C)nc2ccc(OC)cc12 (configuration not stated) | -21 | 8 |
| Fc1ccc(COc2cccc(CNCc3ccncc3)c2)cc1 | -32 | -2 |
| CC1CCC(NC(=O)c2cc(Cl)nc3ccccc23)CC1 (configuration not stated) | 1 | -1 |
| COc1cc(C(=O)N/N=C/c2sc(N3CCOCC3)nc2-c2ccccc2)cc(OC)c1OC | 5 | 2 |
| S=C(c1cccs1)N1CCCC1 | -16 | 15 |
| COc1ccccc1OCC(=O)NCc1ccco1 | 5 | 4 |
| CN(CC(=O)Nc1cccc(F)c1)C(=O)c1ccc(-c2cccc(C(F)(F)F)c2)o1 | -4 | -5 |
| Cc1nc(CCNC(=O)CC2C(=O)NCCN2Cc2ccccc2)sc1C (configuration not stated) | 1 | 7 |
| COc1ccccc1N(C(=O)CCl)c1cn(C(C)=O)c2ccccc12 | 74* | -19* |
| COc1ccc(C(=O)C2CCCN(C(=O)c3cccnc3OC)C2)c(C)c1 (configuration not stated) | -2 | -8 |
| Cc1cc(C)n(-c2ccc(F)cc2CN2CCN(Cc3ccccc3)C(CCO)C2)n1 (configuration not stated) | -3 | 9 |
| COCCn1c(C)cc(C(=O)COC(=O)CCS(=O)(=O)c2ccc(C)cc2)c1C | -10 | 3 |
| Cc1ccc(CNC(=O)CCn2cc(-c3ccc(C)cc3)nc2-c2ccncc2)cc1 | 10 | 4 |
| Cc1ccc(-n2nnnc2-c2cnn(-c3cccc(F)c3)c2C(F)(F)F)cc1 | 4 | 14 |
| CN(CCOc1ccccc1)C(=O)CCc1nc2sc3c(c2c(=O)[nH]1)CCCC3 | -3 | -2 |

Reprinted from the part before: 2 compounds; new compounds follow.
Second line of a record – H9c2 TAG inh | H9c2 TAG inh DAPI viability
Cc1ccc(-n2nnnc2-c2cnn(-c3cccc(F)c3)c2C(F)(F)F)cc1
    4 | 14
CN(CCOc1ccccc1)C(=O)CCc1nc2sc3c(c2c(=O)[nH]1)CCCC3
    -3 | -2
CCn1c(SCC(N)=O)nc2cc(S(=O)(=O)N3CCOCC3)ccc21
    -54 | -12
Cc1cc(-c2cc(C(=O)NC3CCCC3)on2)nc(NC2CCCC2)n1
    13 | -1
COC(=O)c1oc2ccccc2c1NC(=O)/C=C/C(=O)O
    -9 | 19
O=C(CSc1nc2c(cnn2-c2cccc(Cl)c2)c(=O)[nH]1)NCCC1=CCCCC1
    11 | 1
CC1CCC/C(=N/Nc2ccc([N+](=O)[O-])cc2[N+](=O)[O-])C1 (configuration not stated)
    -4 | 0
O=C1OCCC1S(=O)(=O)c1ccc2ccccc2c1 (configuration not stated)
    10 | 1
Cc1ccccc1C(=O)Nc1c(-c2cccs2)c(=O)c2ccccc2n1C
    9 | -1
Cc1ccc(Cl)cc1NC(=S)N(C)N
    0 | 5
c1ccc(COc2ncnc3c2ncn3CCCNCc2ccc3c(c2)OCO3)cc1
    -9 | 3
CCc1ccccc1NC(=O)CSc1nnc([C@@H](N)Cc2ccccc2)o1
    -2 | -3
COc1ccc(C2Nc3cccc(O)c3C(=O)N2Cc2ccccc2)cc1COc1ccc(NC(C)=O)cc1 (configuration not stated)
    -10 | -2
COc1ccc(-n2c(-c3ccccc3)c[n+]3c2CCC3)cc1
    -13 | -1
Cc1cccc(NC(=S)NCC(c2ccccc2)N(C)C)c1 (configuration not stated)
    -3 | 0
CC(C)(C)c1csc(NC(=O)C2=COCCO2)n1
    0 | -1
Cc1cccc(CSCCNC(=O)CSCc2ccc([N+](=O)[O-])cc2)c1
    -16 | 2

Grouped by structure: the entries above containing a COOH group.
Second line of a record – H9c2 TAG inh | H9c2 TAG inh DAPI viability
Cc1ccc(Nc2nc(-c3ccccc3)c(CC(=O)O)s2)cc1
    -8 | 9
COC(=O)c1oc2ccccc2c1NC(=O)/C=C/C(=O)O
    -9 | 19

(list continues)
Second line of a record – H9c2 TAG inh | H9c2 TAG inh DAPI viability
CCc1ccccc1NC(=O)c1ccc2c(c1)CCN2S(C)(=O)=O
    10 | -5
COc1ccc(NC(=O)CN(C)C(=O)c2ccc(NS(=O)(=O)c3ccc(F)cc3)cc2)cc1
    -10 | 11
Cc1ccccc1C(=O)OCCN(C)Cc1ccccc1
    5 | 0
O=C(Cc1coc(-c2ccc(F)cc2)n1)N1CCOCC1
    -17 | 9
CC(N=C1NS(=O)(=O)c2ccccc21)C(=O)NCc1ccncc1 (configuration not stated)
    -10 | 3
COc1cc2c(=O)n(C)c3ccccc3c2cc1OC
    19 | -11
CCOC(=O)C1(C)CCCN(C(=O)c2ccc(C#N)cc2)C1 (configuration not stated)
    3 | -2
Cc1nc(-c2ccc(S(=O)(=O)N3CCN(C4c5ccccc5-c5ccccc54)CC3)s2)cs1
    6 | 0
C/C(N)=C(/C#N)C(=O)COC(=O)CNS(=O)(=O)c1c(F)cccc1F
    5 | -5
CCOc1ccc(NC(=O)CCCCn2c(=O)[nH]c3ccsc3c2=O)cc1
    28 | -17
c1ccc(-c2ccc(C3=Nn4c(nnc4-c4cccs4)SC3)cc2)cc1
    -2 | -3
O=C(COC(=O)Cc1ccsc1)Nc1ccc(Br)cc1
    9 | -4
CCOC(=O)C1CCCN(C(=O)c2cc3c(=O)n(C)c4ccccc4c3n2C)C1 (configuration not stated)
    -2 | -8
Cc1ccc(Nc2nc(N)nc(COC(=O)C3=COCCO3)n2)cc1
    14 | 6
C=C1CCN([C@@H](C)C(=O)NCc2ccc(OC)cc2)S(=O)(=O)c2ccccc21
    8 | -8

Going on with the list:
Second line of a record – H9c2 TAG inh | H9c2 TAG inh DAPI viability
COC(=O)c1ccccc1S(=O)(=O)N1CCC(C(=O)Nc2ccc(N3CCOCC3)cc2)CC1
    8 | 2
N#Cc1ccc(CN2CCN(C(=O)c3ccc(S(=O)(=O)N4CCCCCC4)cc3)CC2)cc1
    -13 | -2
COC(=O)c1sccc1N/N=C/c1cccc(OC)c1O
    -3 | 8
COc1ccc(NC(=O)C(CCSC)N2C(=O)c3ccccc3C2=O)cc1 (configuration not stated)
    16 | 2
COc1ccc(NC(=O)c2ccc3c(c2)N(C)CCS3)cc1
    1 | -10
COc1ccc(-c2csc3nc(-c4cccnc4)nc(Cl)c23)cc1OC
    -7 | -4
CCc1nc2ccc(C(=O)Nc3cccc(OC)c3)cn2c1N(CC)Cc1cccc(Br)c1
    -5 | 9
CCOc1ccccc1NC(=O)C(OC(=O)C1CC1)c1ccccc1 (configuration not stated)
    -41 | -9
CCOC(=O)c1nn(-c2ccc(C)cc2)cc1O
    3 | 4
O=C(Nc1ccccc1N1CCOCC1)c1cc(-c2ccncc2)nc2ccccc12
    14 | 3
CCOC(=O)c1sc(NC(=O)CSc2nccc(C)n2)nc1C
    2 | 2
O=C(O)C1CCN(C(=O)c2ccc(S(=O)(=O)N3CCCCCC3)cc2)CC1
    12 | -4
CNC(=O)c1ccsc1NC(=O)CCS(=O)(=O)c1ccccc1
    -1 | 6
O=C(COC(=O)/C=C/c1nc2ccccc2s1)Nc1cccc(Cl)c1Cl
    2 | 6
CC(=O)c1c(C)[nH]c(C(=O)Nc2cc(C)ccc2C)c1C
    0 | -7

Continued.
Second line of a record – H9c2 TAG inh | H9c2 TAG inh DAPI viability
Cc1c(OCC(F)(F)F)ccnc1CS(=O)c1nc2ccccc2[nH]1 (configuration not stated)
    -11 | 9
O=C(Nc1ccc2c(c1)OCO2)C1CCN(C(=O)CSc2ncnc3ccccc23)CC1
    2 | -2
O=C1CCC(=O)N1c1ccc(-c2nc3sc4c(c3c(=O)o2)CCC4)cc1
    8 | -3
CC1CCCN(C(=O)c2ccc3c(c2)OCCO3)C1 (configuration not stated)
    -12 | 6
CC1CCN(c2c(NCc3ccc(C(=O)NCc4ccccc4)cc3)c(=O)c2=O)CC1
    5 | 2
Cc1ccc(C)c(S(=O)(=O)N/N=C2/CCCc3ccccc32)c1
    -3 | 7
C=CCn1c(COc2ccccc2OC)nc2ccccc21
    -22 | 3
O=C(OC1CCCCC1=O)c1cccc(S(=O)(=O)N2CCOCC2)c1 (configuration not stated)
    11 | 5
Cc1ccc(S(=O)(=O)N2CCCOC2CNC(=O)C(=O)NCc2ccncc2)cc1 (configuration not stated)
    11 | -5
CCN1CC(CN(C)Cc2cn(-c3ccc(C)cc3)nc2-c2ccc(F)cc2)CC1=O (configuration not stated)
    6 | 4
C=CCn1c(SCC(=O)NC(=O)NCCC)nnc1C1CCCCC1
    5 | 8
